Rac1 mut GTP – modulators of GTP binding to human Rac1 activated mutant; 190,000 compounds, 0.11% hits; GST-Rac1 activated beads, fluorescent GTP binding, flow cytometry; actives lie on both sides; 100% means binding = to untreated wells; percent activity (GTP binding), % at 10 µM; P63000; AID 764;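 active = GTP binding at least 20 percentage points away from the 100% baseline, in either direction, so actives lie on both sides; inconclusive = Compound likely fluorescent itself, or too few beads counted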
Cdc42 wt GTP – changes GTP binding to wildtype human Cdc42 | P60953 | 190,000 compounds, 0.2% hits | AID 761 | GST-Cdc42 beads, Bodipy-GTP binding, flow cytometry; actives lie on both sides | percent activity (GTP binding), % at 10 µM;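 active = percent activity GTP binding at least 20 points away from the 100% baseline, either down as inhibitor or up as activator; inconclusive = compound flagged as likely green fluorescent from well-wide comparison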;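 note: median bead fluorescence of bound Bodipy-FL-GTP at 100 nM; 0% = excess unlabeled GTP control and 100% = no compound control; below 100% means less GTP binding so inhibitor and above means activator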
Target sequence (P60953 whole entry, looked up): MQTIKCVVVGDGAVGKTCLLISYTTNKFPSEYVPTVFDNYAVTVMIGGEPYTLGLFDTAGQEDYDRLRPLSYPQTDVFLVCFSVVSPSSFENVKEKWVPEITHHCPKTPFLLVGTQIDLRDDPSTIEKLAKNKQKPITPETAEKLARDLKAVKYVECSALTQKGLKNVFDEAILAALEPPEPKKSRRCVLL
GSH bead fluor – compound fluoresces at 488/530 nm on GSH beads; fluorescence (KMESF) at 10 µM; GSH beads flow cytometry, compound fluorescence 488/530 nm; active compounds read high; AID 1776; 190,000 compounds, 0.25% hits; in the data active = fluorescence above about 89;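 note: glutathione beads carrying GST-tagged Bcl family fusion proteins plus one bare bead set; values are compound well signal with DMSO vehicle wells as background; inactives centre near 16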
Rac1 wt modul – modulators of human Rac1 wildtype GTP binding | P63000 | AID 757 | GTP binding activity (% of control), % at 10 µM | GST-Rac1 beads, fluorescent GTP binding, flow cytometry; actives lie on both sides; 0 = cold GTP competed, 100 = untreated | 190,000 compounds, 0.27% hits;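 active = GTP binding activity at least 20 points away from the 100% control level, either lower or higher; inconclusive = compound flagged as likely green fluorescent, judged across all proteins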
Mcl1 Noxa PPI – Mcl-1/Noxa interaction inhibition | Q07820 | TR-FRET Mcl-1/Noxa peptide binding, 2 h | inhibition, % at 21.7 µM | 220,000 compounds, 1.5% hits;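 active = compounds that cut the protein-peptide binding signal by more than 50% relative to plate controls in a single-dose test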;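 note: His-tagged Mcl-1 with rhodamine Noxa BH3 peptide and terbium anti-His antibody; 0% = Mcl-1 plus Noxa peptide wells and 100% = peptide-only wells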
Target sequence (Q07820 whole entry, looked up): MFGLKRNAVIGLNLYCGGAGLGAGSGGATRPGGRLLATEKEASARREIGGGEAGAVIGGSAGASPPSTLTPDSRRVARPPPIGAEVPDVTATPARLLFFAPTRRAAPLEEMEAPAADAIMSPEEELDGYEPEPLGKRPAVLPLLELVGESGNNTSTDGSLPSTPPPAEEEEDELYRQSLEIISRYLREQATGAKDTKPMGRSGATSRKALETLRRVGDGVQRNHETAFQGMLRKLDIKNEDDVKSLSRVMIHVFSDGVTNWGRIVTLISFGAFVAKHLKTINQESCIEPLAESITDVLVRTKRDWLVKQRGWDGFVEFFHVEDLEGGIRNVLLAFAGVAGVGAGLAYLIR
Avidin fluor – avidin bead compound fluorescence profile; Avidin beads, compound fluorescence 488/530 nm, flow cytometry; active compounds read high; 220,000 compounds, 0.38% hits; fluorescence (KMESF) at 10 µM; in the data active = fluorescence above about 47; note: inactives centre near 10
Mcl1 Bid PPI – disrupts binding of human Mcl-1 to Bid peptide. Q07820. TR-FRET Mcl-1/Bid-Dy647 peptide binding, 1536-well. inhibition, % at 21.7 µM. 220,000 compounds, 0.97% hits. AID 1021;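 active = compounds that cut the binding signal by more than half at the single screening dose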;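 note: His-tagged Mcl-1 with europium anti-His antibody binding Bid BH3 peptide; 0% = Mcl-1 plus peptide wells and 100% = peptide-only wells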
HRas wt GTP bind – changes GTP binding to wildtype human HRas. P01112. GST-Ras wt beads, Bodipy-FL-GTP binding, flow cytometry; actives lie on both sides. GTP binding activity, % at 10 µM. 190,000 compounds, 0.14% hits;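 active = GTP binding activity at least 20% away from the 100% baseline, either lowered as inhibitor or raised as activator; inconclusive = flagged as likely green fluorescent, judged across all proteins in the well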;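 note: 0% = unlabeled GTP competition control and 100% = no-compound control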
Target sequence (P01112 whole entry, looked up): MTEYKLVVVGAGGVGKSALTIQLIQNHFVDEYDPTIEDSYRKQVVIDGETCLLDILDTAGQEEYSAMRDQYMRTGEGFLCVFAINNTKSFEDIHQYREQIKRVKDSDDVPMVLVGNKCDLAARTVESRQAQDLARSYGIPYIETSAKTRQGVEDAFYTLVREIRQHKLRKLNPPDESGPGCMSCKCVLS
Pf gamet viab – P. falciparum stage V gametocyte viability inhibition | 150,000 compounds, 0.065% hits | P. falciparum stage V gametocytes, ATP luminescence, 24 h | inhibition, % at 10.9 µM;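 active = inhibition above the mean plus 3 SD of compounds within the control limits, set per campaign, cut at about 38% in these data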;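 note: 0% = DMSO wells and 100% = medium only without gametocytes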
Rab7 wt GTP bind – dog Rab7 wildtype GTP binding, inhibitors and activators | GST-Rab7 beads, fluorescent GTP binding, flow cytometry; actives lie on both sides; untreated = 100%, excess cold GTP = 0% | GTP binding activity (percent of control), % at 10 µM | 190,000 compounds, 0.055% hits | AID 758;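 active = fluorescent GTP binding to Rab7 beads changed by at least 20 points from the 100% baseline, either direction, mostly lower; inconclusive = compound itself probably fluorescent, or too few beads counted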;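 note: median green fluorescence of bound Bodipy-FL-GTP per Rab7 bead population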
Rab2A wt mod – changes GTP binding to wildtype dog Rab2A, up or down | GST-Rab2 wt beads, Bodipy-GTP binding, flow cytometry | 190,000 compounds, 0.19% hits | P61105 | AID 760 | GTP binding activity, % at 10 µM;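 active = GTP binding activity at least 20 points away from 100%, either lowered or raised; inconclusive = signal likely due to the compound's own green fluorescence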;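 note: 0% = beads with excess unlabeled GTP and 100% = no-compound control corrected for plate trend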
Active calls of the source: *; ? = inconclusive; nt = not tested or not shown.

SMILES	Rac1 mut GTP	Cdc42 wt GTP	GSH bead fluor	Rac1 wt modul	Mcl1 Noxa PPI	Avidin fluor	Mcl1 Bid PPI	HRas wt GTP bind	Pf gamet viab	Rab7 wt GTP bind	Rab2A wt mod
CCOc1ccc(NCc2nnc(SCC(=O)Nc3cc(C)on3)n2-c2ccccc2OC)cc1	98	94	23	100	22	29	-43	95	nt	95	97
S=C(Nc1ccccc1)N1CCOCC1	95	98	14	97	17	11	-64	99	11	101	98
Cn1c(NN)nc2ccccc2c1=O	97	99	26	94	-1	10	-63	97	nt	95	97
CC1(C)Cc2c(sc3[nH]c(=S)n(Cc4ccccc4)c(=O)c23)CO1	93	94	15	95	-37	7	-117	94	nt	97	96
Cc1ccc(-c2c(C(=O)N3CCOCC3)oc(=O)c3ccccc23)cc1	99	95	22	103	0	9	-13	97	nt	100	98
COCCNS(=O)(=O)c1ccc(SC)cc1	99	99	16	99	-21	8	-34	100	13	96	101
CC(=O)N(c1ccccc1)c1nc(C)cc(C)c1C#N	96	97	35	100	-14	3	-5	98	nt	95	99
COc1ccc(S(=O)(=O)c2ccc(OCC3CO3)cc2)cc1 (stereo not given)	94	97	15	97	-6	9	-6	96	12	98	96
c1ccc(NC2=Nc3ccccc3CS2)cc1	101	105	28	109	9	3	-24	104	nt	103	103
Cc1c(O)c(=O)c2ccccc2n1C	99	104	18	106	1	11	-22	102	nt	104	103
O=C(NC(NNc1ccc([N+](=O)[O-])cc1)(C(F)(F)F)C(F)(F)F)c1ccccc1Cl	93	99	4	101	10	15	17	101	nt	95	99
O=C(CSc1nc2ncccc2[nH]1)c1cccc([N+](=O)[O-])c1	100	103	19	103	-1	15	-36	100	nt	99	101
O=C(CC1CCOCC1)Nc1ccc(Cl)c(Cl)c1	94	94	10	97	-3	10	-45	97	-8	106	98
CCOc1cccc(NC(=O)C2CC(=O)N(c3ccc(F)cc3)C2)c1 (stereo not given)	95	97	10	99	-5	10	-21	101	-28	106	98
COc1ccc(-c2csc(/C(C#N)=C/Nc3ccc4c(c3)OCCO4)n2)cc1	103	100	13	104	-6	8	-23	103	-16	100	103
CCCCN(CC)C(=O)c1cccc(Cl)c1	101	106	13	107	11	9	-25	103	nt	101	103
O=S(=O)(CCc1nc2ccccc2[nH]1)c1ccc(Br)cc1	102	102	11	104	3	3	-25	100	-6	100	101
Cc1ccc2nc(NC(=O)CSc3nc4c(c(=O)n3C)SC(C)C4)sc2c1 (stereo not given)	98	99	6	100	-9	7	-34	100	nt	99	100
CCOC(=O)c1cc2c(ccn2C)n1CC(=O)N1CCCC(C)C1 (stereo not given)	?	?	12	?	0	36	-37	?	nt	?	?
C/C(=N\NC(=O)c1ccccc1C)c1cccc([N+](=O)[O-])c1	99	106	46	107	1	12	-24	104	nt	103	100
CCOC(=O)C1CCCN(C2CC(=O)N(c3ccc(N4C(=O)CC(N5CCCC(C(=O)OCC)C5)C4=O)cc3)C2=O)C1 (stereo not given)	94	97	8	97	16	9	-19	96	-2	102	95
CCc1ccc(NC(=O)CCNS(=O)(=O)c2cccc3nonc23)cc1	98	98	24	103	12	23	-1	97	-6	99	98
CCC(C(=O)OCC(=O)Nc1ccc(OC)cc1OC)c1ccccc1 (stereo not given)	95	98	16	100	8	12	-20	97	-12	99	97
CCOC(=O)C1CCN(C(=O)COc2ccc(Cl)cc2C)CC1	100	103	24	101	9	13	-5	103	8	99	104
Cc1ccnc2nc(C(=O)NC3CCCc4ccccc43)nn12 (stereo not given)	95	94	10	98	9	7	-24	98	6	105	99
CC1CCN(CCCn2c(=S)[nH]c3ccccc3c2=O)CC1	101	100	17	112	5	12	17	99	nt	102	100
Cc1cc(NC(=O)CSc2ncccn2)no1	100	98	12	106	-3	20	-7	104	-10	103	101
CC(C)=CCN1CCN(Cc2cnc(N3CCOCC3)s2)CC1CCO (stereo not given)	95	93	11	101	3	11	-16	97	3	101	96
O=S(=O)(c1ccccc1)c1ncc(C(F)(F)F)cc1O	94	96	10	96	-4	12	15	94	nt	91	95
CCSc1nc2c(c(-c3ccc(C)o3)c1C#N)CCCC2	92	93	18	95	29	15	12	93	nt	91	94
CCOc1ccccc1CNC(=O)C1CCCN(c2nc3ccccc3o2)C1 (stereo not given)	97	97	20	100	12	28	2	99	nt	99	98
Cc1ccccc1NS(=O)(=O)c1ccc2c(c1)NC(=O)CO2	97	102	9	101	4	10	0	98	-7	103	101
CN1CCC(N(C)C(=O)CCc2nc3ccccc3n2-c2ccccc2)CC1	96	97	16	98	46	12	-18	100	3	107	99
Clc1ccc(OCc2cc(-c3ccccc3)no2)cc1Cl	97	98	21	98	7	21	15	96	-2	97	99
CCn1c(=O)c(C(=O)NCCNCCO)c(O)c2ccccc21	98	101	53	100	11	11	52*	98	nt	97	100
CCN(CC)CCCNc1cc(C)nc2cc(-c3cccs3)nn12	97	99	11	99	4	9	5	96	-6	97	98
COc1ccc(Nc2nc(N)nc(CSC(=S)N3CCC(C)CC3)n2)cc1	102	99	13	102	-18	6	-71	99	10	100	104
Cc1cc(C(=O)NCCN2C(=O)S/C(=C\c3cccs3)C2=O)ccc1[N+](=O)[O-]	97	94	8	100	-4	3	-5	94	nt	102	97
CCNC(=S)Nc1cccc([N+](=O)[O-])c1	98	101	22	104	10	10	-11	97	nt	94	98
Cc1cc(C)n(C(=O)CNC(=O)CCc2ccccc2)n1	95	100	13	99	11	39	-12	100	-14	101	99
Cc1ccc(C(=O)COC(=O)c2cccs2)cc1	102	98	16	104	2	4	1	98	2	97	99
O=C(Nc1cccc(O)c1)c1ccc(C(F)(F)F)cc1	95	97	18	94	31	9	-35	98	-23	101	97
CC(=O)OCC(=O)[C@H]1CC[C@H]2[C@@H]3CC=C4C[C@@H](O)CC[C@]4(C)[C@H]3CC[C@]12C	101	101	20	100	20	10	-4	101	nt	100	103
CCOC(=O)C1=C(C)N=C2SCCC(=O)N2C1c1ccc(OC)cc1 (stereo not given)	99	96	11	99	-14	14	-9	99	nt	95	95
Cc1nc2ccccc2cc1O	94	97	54	94	-9	9	-53	97	-17	95	96
COc1cc(/C=C/C(=O)O)ccc1OCc1ccc([N+](=O)[O-])cc1	91	93	9	90	4	19	-25	92	13	93	91
COc1ccc(N2CCN(C(=O)COc3ccc4ccccc4c3)CC2)cc1	100	99	17	102	12	53*	-14	100	nt	102	100
Cc1nn(CC(=O)Nc2cccnc2)c(C)c1[N+](=O)[O-]	100	95	22	100	6	8	-24	97	-28	101	99
CCOC(=O)c1ccc(NC(=O)CN2C(=O)CSC2=O)cc1	95	97	21	98	-1	18	-1	96	23	95	97
COC(=O)C1=C(C)N=C2SC(C)C(=O)N2C1/C=C/c1ccccc1 (stereo not given)	101	102	64	103	-4	11	-5	102	-1	102	103
COc1ccc(C2=NOC(C(=O)O)C2)cc1 (stereo not given)	101	103	5	104	4	13	-3	101	nt	96	98
Cc1c(F)cccc1NS(=O)(=O)c1ccc2c(c1)NC(=O)CO2	93	95	61	96	4	26	-15	97	-22	105	98
CN(C)c1ccc(NC(=O)CC(NCc2ccccn2)C(=O)O)cc1 (stereo not given)	101	97	9	105	-57	2	-85	100	nt	101	99
CCOc1cc(CNn2nnnc2N)cc(Cl)c1OCC(=O)NC(C)(C)C	97	101	16	103	-1	10	-15	101	-16	99	100
N#Cc1cc(Cl)c(N2CCOCC2)cc1C#N	100	103	13	102	-2	13	-8	104	2	100	102
CC1=CC(C)C(C(=O)O)C(C(=O)N2CCN(C)CC2)C1 (stereo not given)	98	96	12	100	13	22	-26	97	3	95	97

Laid out differently: entries from further up.
SMILES | Rac1 mut GTP | Cdc42 wt GTP | GSH bead fluor | Rac1 wt modul | Mcl1 Noxa PPI | Avidin fluor | Mcl1 Bid PPI | HRas wt GTP bind | Pf gamet viab | Rab7 wt GTP bind | Rab2A wt mod
CC(=O)OCC(=O)[C@H]1CC[C@H]2[C@@H]3CC=C4C[C@@H](O)CC[C@]4(C)[C@H]3CC[C@]12C | 101 | 101 | 20 | 100 | 20 | 10 | -4 | 101 | nt | 100 | 103
CCOC(=O)C1=C(C)N=C2SCCC(=O)N2C1c1ccc(OC)cc1 (stereo not given) | 99 | 96 | 11 | 99 | -14 | 14 | -9 | 99 | nt | 95 | 95
Cc1nc2ccccc2cc1O | 94 | 97 | 54 | 94 | -9 | 9 | -53 | 97 | -17 | 95 | 96
COc1cc(/C=C/C(=O)O)ccc1OCc1ccc([N+](=O)[O-])cc1 | 91 | 93 | 9 | 90 | 4 | 19 | -25 | 92 | 13 | 93 | 91
COc1ccc(N2CCN(C(=O)COc3ccc4ccccc4c3)CC2)cc1 | 100 | 99 | 17 | 102 | 12 | 53* | -14 | 100 | nt | 102 | 100
Cc1nn(CC(=O)Nc2cccnc2)c(C)c1[N+](=O)[O-] | 100 | 95 | 22 | 100 | 6 | 8 | -24 | 97 | -28 | 101 | 99
CCOC(=O)c1ccc(NC(=O)CN2C(=O)CSC2=O)cc1 | 95 | 97 | 21 | 98 | -1 | 18 | -1 | 96 | 23 | 95 | 97
COC(=O)C1=C(C)N=C2SC(C)C(=O)N2C1/C=C/c1ccccc1 (stereo not given) | 101 | 102 | 64 | 103 | -4 | 11 | -5 | 102 | -1 | 102 | 103
COc1ccc(C2=NOC(C(=O)O)C2)cc1 (stereo not given) | 101 | 103 | 5 | 104 | 4 | 13 | -3 | 101 | nt | 96 | 98
Cc1c(F)cccc1NS(=O)(=O)c1ccc2c(c1)NC(=O)CO2 | 93 | 95 | 61 | 96 | 4 | 26 | -15 | 97 | -22 | 105 | 98
CN(C)c1ccc(NC(=O)CC(NCc2ccccn2)C(=O)O)cc1 (stereo not given) | 101 | 97 | 9 | 105 | -57 | 2 | -85 | 100 | nt | 101 | 99
CCOc1cc(CNn2nnnc2N)cc(Cl)c1OCC(=O)NC(C)(C)C | 97 | 101 | 16 | 103 | -1 | 10 | -15 | 101 | -16 | 99 | 100
N#Cc1cc(Cl)c(N2CCOCC2)cc1C#N | 100 | 103 | 13 | 102 | -2 | 13 | -8 | 104 | 2 | 100 | 102

High-throughput results as filed in PubChem.
